Bioassay records (PubChem BioAssay)
T cell HTS: T cell immune modulation candidate | 2C CD8+ T cell-vesicle binding, flow cytometry; stronger effect = lower value | calls only at 7 µM | actives 0.068% (n = 330,000) | AID 2052;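 active = response, share of CD8 T cells binding vesicles, and their 90th percentile fluorescence all below set limits, cut at about 80% in these data, passing the limit was not always enough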
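Benchmarks: naked versus QL9-loaded vesicles / Assay system: purified 2C TCR transgenic mouse naive CD8+ T cells / Technique: high-throughput flow cytometry with anti-B7-1 and anti-CD8 staining / Timing: Cell–vesicle co-incubation 1.5 h at 37 °C, staining 20 min on ice / Read-out: percent CD8+ FL2 mean versus row control / Probe or stimulus: QL9-loaded Drosophila micro-vesicles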
GPR55 beta-arrestin: selective activators of receptor GPR55 – imaging, U2OS cells, beta-arrestin-GFP redistribution, primary screen (AID 1961); U2OS GPR55 beta-arrestin-GFP redistribution imaging; higher % means a stronger effect; one-dose activation, % at 10 µM; EC50 in µM for titrated hits; actives 0.048% (n = 290,000);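 active = activation above 40% with more than 50 cells counted in the well; inconclusive = wells holding fewer than 50 cells, flagged as toxic or sparse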;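 note: U2OS osteosarcoma cells stably expressing GPR55 and beta-arrestin-GFP; plate controls were DMSO negative control for no effect and LPI positive control for full effect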
NOD2 inhibition: inhibition of NOD2-driven NF-kB reporter – cell-based, luminescence, uHTS, HEK293 (AID 1566) | HEK293 NOD2/NF-kB luciferase reporter, luminescence; higher % means a stronger effect | actives 0.63% (n = 290,000) | inhibition, % at 4 µM; hits with a dose series show EC50 in µM; note: many of its hits are not listed in these tables
KOR beta-arrestin-1: kappa opioid receptor activators – cell-based, luminescence, uHTS, primary screen (AID 1777) | KOR beta-arrestin recruitment, luminescence; higher % means a stronger effect | one-dose activation, % at 10 µM; EC50 in µM for titrated hits | actives 0.02% (n = 280,000); in the data active = activation above about 50%, passing the limit was not always enough; note: a part of the inactive calls stands beside numbers as strong as those of hits
NTR1 ag: agonists of NTR1, primary screen, imaging, U2OS cells, beta-arrestin-GFP, high content (AID 493036) | P30989 | actives 0.17% (n = 330,000) | activation, % at 20 µM | NTR1-U2OS beta-arrestin-GFP spot imaging, agonist mode;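 active = activation at or above 40% of the spot to cytoplasm intensity ratio, with at least 20 cells analyzed; inconclusive = wells under 20 cells, flagged as cytotoxic or low count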;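 note: 0% = DMSO without peptide and 100% = 100 nM NTR1 peptide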
Target sequence (P30989 whole entry, looked up): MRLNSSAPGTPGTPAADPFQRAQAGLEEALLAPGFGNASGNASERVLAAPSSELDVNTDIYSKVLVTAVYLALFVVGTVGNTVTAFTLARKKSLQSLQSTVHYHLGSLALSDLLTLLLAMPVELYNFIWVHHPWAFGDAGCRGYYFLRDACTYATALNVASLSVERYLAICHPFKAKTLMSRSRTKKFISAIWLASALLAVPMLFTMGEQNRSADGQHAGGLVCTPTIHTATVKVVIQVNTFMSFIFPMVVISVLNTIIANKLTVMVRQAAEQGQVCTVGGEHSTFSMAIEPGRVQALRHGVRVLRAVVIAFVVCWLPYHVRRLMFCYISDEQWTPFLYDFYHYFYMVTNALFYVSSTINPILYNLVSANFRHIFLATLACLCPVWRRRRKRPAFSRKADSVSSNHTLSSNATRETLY
GPR55 LPI antagonism: GPR55 antagonists blocking LPI-driven arrestin recruitment, primary screen, imaging, U2OS, beta-arrestin-GFP, LPI agonist (AID 2013). one-dose inhibition, % at 10 µM; IC50 in µM for titrated hits. actives 0.13% (n = 290,000). U2OS GPR55 beta-arrestin-GFP translocation imaging, LPI antagonism; higher % means a stronger effect;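 active = spots per cell inhibited over 60%, with over 100 cells counted and total cytoplasm intensity under 500,000; inconclusive = wells with under 100 cells, flagged as likely toxic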;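 note: U2OS cells stably carrying GPR55 and arrestin-GFP stimulated by 5 µM LPI near EC80; imaged beta-arrestin-GFP aggregate spots per cell after agonist stimulation; plate controls were LPI-stimulated DMSO wells for no effect and DMSO wells without LPI for full effect; some results filed as inactive read as strong as hits; confirmed hits need IC50 under 10 µM and bright autofluorescent wells are also inconclusive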
Myeloid diff MLP: myeloid differentiation induction; ER-HoxA9 myeloid progenitors, lysozyme-GFP differentiation, flow cytometry; calls only at 10 µM; actives 1% (n = 360,000);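 active = normalized GFP-positive differentiation at or above the plate's own cutoff, the solvent-only control mean plus 3 SD; inconclusive = no clear call, values can overlap the other calls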;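 note: cells exposed to compound for four days before flow analysis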
KOR beta-arrestin-2: KOR antagonists, beta-arrestin recruitment, cell-based, luminescence, uHTS (AID 1778). KOR beta-arrestin recruitment, luminescence, antagonist mode; higher % means a stronger effect. inhibition, % at 10 µM; hits with a dose series show IC50 in µM. actives 0.091% (n = 290,000); note: strong numbers were not always called active
NOD1 inhibition: NOD1 signaling inhibitors, primary screen, cell-based, luminescence, uHTS (AID 1578). NOD1-driven NF-kB luciferase reporter cells, luminescence; higher % means a stronger effect. inhibition, % at 4 µM, or EC50 in µM where a hit was titrated. actives 1% (n = 290,000); in the data active = inhibition mostly above about 36%, no sharp cut-off; inactive = mostly below about 34%;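 note: HEK-293T reporter cells stimulated with the NOD1 agonist gamma-tri-DAP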
T cell HTS vesicle-bound %: second read-out of T cell HTS, no call of its own (marks repeat the call); double positive events, %; measured here: CD8+ vesicle-bound cell fraction;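 binding gate set so that unloaded-vesicle control wells show 10% double positive cells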
NTR1 ag cell count 20 µM: recorded beside NTR1 ag, whose call it bears; cell count; measured here: cell count, cytotoxicity flag
Myeloid diff MLP GFP+ MAC1+ %: further read-out of Myeloid diff MLP, marked with its call; GFP+ MAC1+ double positive, %; measured here: differentiation confirmed by MAC1 staining
* = called active by the depositor; i = inactive; ? = inconclusive; · = no result given; [ ] = dose if it differs, or a comment. Cut-off read from the data, not from the text of the source, unless noted: active = inhibition above about 50%; inactive = the rest. This is a subset. The share of hits here may be higher or lower than overall.

SMILES | T cell HTS | T cell HTS vesicle-bound % | GPR55 beta-arrestin | NOD2 inhibition | KOR beta-arrestin-1 | NTR1 ag | NTR1 ag cell count 20 µM | GPR55 LPI antagonism | Myeloid diff MLP | Myeloid diff MLP GFP+ MAC1+ % | KOR beta-arrestin-2 | NOD1 inhibition
CC1(C)N=C(SCC(=O)Nc2ccc(Cl)cc2)C(c2ccccc2)=N1 | i | 29 | 0.0% | 9% | -7.7% | -1.2 | 82 | 28% | i | 0.7 | 5% | 0%
O=C(/C=C/c1ccc(OCc2ccccc2)c(OCc2ccccc2)c1)c1cccnc1 | i | 30 | -0.3% | -37% | 22% | 15 | 57 | 8% | i | 0.7 | -17% | 88%*
CCn1c(SCC(=O)Nc2nccs2)nnc1-c1ccc(C)cc1 | i | 43 | -0.3% | -3% | 11% | 2.8 | 62 | 9% | i | 3.1 | -26% | -30%
Cc1ccc(Cc2c(C)nc3nc(SCC(=O)NCCCN4CCCCCC4)nn3c2C)cc1 | i | 30 | ? | -3% | 7.1% | -1.2 | 50 | -2% | · | · | -33% | 3%
CCC(C)c1ccccc1NC(=O)COC(=O)c1ccc2c(c1)S(=O)(=O)c1ccccc1C2=O (stereo unspecified) | i | 50 | 0.3% | 1% | -1.6% | 1.8 | 71 | -7% | i | 1.6 | 43% | -14%
CCOc1ccc(OCCn2c(=S)[nH]c3ccccc32)cc1 | i | 56 | -0.1% | 3% | -4.1% | 2.7 | 62 | 11% | i | 0.8 | -5%[20 µM] | -15%
S=C(c1ccc(-c2ccccc2Cl)o1)N1CCOCC1 | i | 40 | -0.1% | -41% | -4.4% | -0.5 | 29 | 8% | i | 1.7 | 28% | -50%
CCOc1ccc(-c2nc(C#N)c(NCC3CCCO3)o2)cc1 (stereo unspecified) | i | 16 | 0.2% | 11% | 0.0% | 4.4 | 75 | 12% | i | 3.1 | 10% | -17%
CCN(CC)C(=O)CN(c1ccc(Cl)cc1)S(=O)(=O)c1ccccc1 | i | 22 | -0.1% | -5% | -3.1% | -1.4 | 69 | 6% | i | 2.2 | 8% | 2%
O=C1Nc2ccccc2C(=O)N2C[C@@H](O)C[C@H]12 | i | 65 | -0.1% | -6% | 0.6% | -0.4 | 55 | 10% | i | 0.3 | -29% | 0%
Cn1cc(C(=O)Nc2ccc(Cl)cc2)c(C(F)(F)F)n1 | i | 62 | 0.2% | -2% | 2.3% | 1.7 | 69 | 14% | i | 0.1 | -12%[20 µM] | -4%
COc1ccccc1CNC(=O)N1CCN(c2ccccc2C)CC1 | i | 14 | -0.1% | 71%* | 3.4% | -0.7 | 48 | 3% | i | 0.4 | -36% | 39%
COC(=O)/C(=C\Nc1ccc(Cl)cc1Cl)NC(=O)c1ccc(Cl)cc1Cl | i | 33 | -0.2% | 10% | 8.2% | 23 | 44 | 8% | i | 1.0 | -32% | -39%
CCN(C(=O)COC(=O)c1cc(S(=O)(=O)Nc2c(C)n(C)n(-c3ccccc3)c2=O)ccc1Cl)C1CCCCC1 | i | 45 | 0.0% | -1% | -2.2% | -0.2 | 69 | -11% | i | 1.8 | -29% | -8%
O=S1(=O)C=C(SCc2ccccc2)Nc2ccccc21 | i | 30 | -0.1% | 13% | 1.2% | 0.7 | 47 | -8% | i | 1.3 | 11% | -1%
Cn1cc(CN2CCN(c3ccc(Cl)cn3)CC2)c(-c2ccccc2F)n1 | i | 40 | 0.2% | 17% | -3.4% | 0.0 | 54 | -13% | i | 0.3 | 10% | -9%
Cc1ccc(CN(CC(=O)NCCc2ccccc2)C(=O)CCCC(=O)Nc2cc(C)on2)cc1 | i | 21 | -0.2% | -9% | -6.1% | -1.0 | 81 | 6% | i | 1.3 | 4% | -19%
Cc1ccc(C(c2nnnn2C(C)(C)C)N2CCC(C)CC2)cc1 (stereo unspecified) | i | 17 | -0.4% | -3% | 0.0% | -0.4 | 92 | -4% | i | 1.0 | 11% | -3%
NC(=O)COC(=O)/C=C/c1cccc(Br)c1 | i | 40 | -0.3% | 7% | -1.2% | -0.1 | 47 | -10% | i | 0.1 | -13% | 14%
Cc1nnc(NC(=O)CSc2ccc(-c3ccco3)nn2)s1 | i | 13 | 0.5% | 11% | 6.1% | 2.6 | 55 | 0% | i | 0.4 | -29% | -21%
COc1ccc(Nc2nc(-c3cccnc3)cs2)c(OC)c1 | i | 58 | -0.1% | -14% | 1.2% | 0.1 | 46 | -7% | i | 0.3 | -45%[20 µM] | 36%
Cc1c(C(N)=O)c(-c2ccccc2)nn1-c1ccccc1 | i | 52 | -0.2% | -1% | 2.4% | 0.2 | 52 | 8% | i | 0.4 | 5% | -26%
O=C(CNC(=O)c1ccccc1O)N/N=C/c1ccccn1 | i | 60 | 0.0% | -3% | 3.7% | 0.8 | 81 | -16% | i | 0.8 | -15% | -23%
COCCNC(=O)C1CCN(C(=O)c2cc3sccc3n2Cc2ccc(F)cc2)CC1 | i | 50 | -0.3% | 2% | -3.2% | -2.1 | 82 | 7% | i | 0.2 | -15% | -20%
Cc1cc(C)c(OCCCCN(C)C)c(Br)c1 | i | 45 | 0.2% | -2% | -4.9% | 0.4 | 64 | 12% | i | 0.5 | -59%[20 µM] | -12%

Overlap with the part before: 2 entries, followed by the next part.
SMILES | T cell HTS | T cell HTS vesicle-bound % | GPR55 beta-arrestin | NOD2 inhibition | KOR beta-arrestin-1 | NTR1 ag | NTR1 ag cell count 20 µM | GPR55 LPI antagonism | Myeloid diff MLP | Myeloid diff MLP GFP+ MAC1+ % | KOR beta-arrestin-2 | NOD1 inhibition
COCCNC(=O)C1CCN(C(=O)c2cc3sccc3n2Cc2ccc(F)cc2)CC1 | i | 50 | -0.3% | 2% | -3.2% | -2.1 | 82 | 7% | i | 0.2 | -15% | -20%
Cc1cc(C)c(OCCCCN(C)C)c(Br)c1 | i | 45 | 0.2% | -2% | -4.9% | 0.4 | 64 | 12% | i | 0.5 | -59%[20 µM] | -12%
CCCCCCc1ccc(OCC(=O)O)cc1OCC(=O)O | i | 34 | -0.2% | -2% | 5.3% | 2.7 | 89 | 2% | i | 0.4 | -7% | 11%
Cc1ccc(CNc2nc3ccc(C)cc3n3cnnc23)cc1 | i | 42 | -0.2% | 11% | 0.9% | 0.0 | 86 | -4% | i | 3.5 | -17% | 20%
Cc1ccc(N2C(=O)[C@@H]3C(c4cccnc4)=NO[C@@H]3C2=O)c(C)c1 | i | 35 | -0.2% | 27% | -1.9% | -2.5 | 12 | 7% | i | 0.4 | -7% | 6%
CC(C)(C)C1CCc2c(sc(NC(=O)c3ccco3)c2C(N)=O)C1 (stereo unspecified) | i | 30 | -0.1% | 6% | 1.2% | 3.8 | 83 | 19% | i | 1.0 | -14% | -19%
CCSc1nc2ccc(OC)cc2cc1C#N | i | 8 | 0.5% | -16% | -2.6% | -2.6 | 80 | -3% | i | 0.7 | 1% | -45%
Cc1cc(S(=O)(=O)NCCN2CCOCC2)c(C)s1 | i | 13 | -0.4% | 9% | 0.9% | 1.4 | 82 | -9% | i | 0.6 | 7% | -13%
O=C(OCc1c(F)cccc1Cl)c1cnc2ccccc2n1 | i | 6 | 0.1% | 12% | -3.4% | 0.7 | 43 | 7% | i | 0.3 | -40% | -24%
O=c1cc(CO)oc(C(Nc2ccccn2)c2ccccc2Cl)c1O (stereo unspecified) | i | 25 | 0.4% | 9% | -2.6% | -0.4 | 31 | 18% | i | 1.0 | 4% | -6%
CS(=O)(=O)N(CC(=O)N1CCCCCC1)c1cccc(Br)c1 | i | 4 | -0.3% | -6% | 4.3% | -1.3 | 74 | -8% | i | 0.5 | -32% | 8%
Cc1ccc(C2=NO[C@@](CC(=O)O)(C(=O)Nc3ccc4c(c3)OCCO4)C2)cc1 | i | 16 | -0.1% | -8% | -3.4% | · | · | -5% | i | 1.4 | 26% | -7%
CS(=O)(=O)N1c2cccc3cccc(c23)S1(=O)=O | i | 55 | 0.0% | 8% | 2.1% | 0.9 | 89 | 9% | i | 0.4 | -22% | -6%
CC(=O)NC(C)c1nc2ccccc2n1C(C)C (stereo unspecified) | i | 29 | 0.3% | 0% | -4.0% | -0.6 | 46 | 9% | i | 3.2 | 28% | -21%
CC(=O)Nc1ccc(S(=O)(=O)N2CCN(Cc3cccs3)CC2)cc1 | i | 57 | 0.2% | -7% | · | 1.8 | 76 | 4% | i | 0.1 | -19%[20 µM] | -23%
Cc1cc(-c2ccc(S(=O)(=O)N3CCN(c4cccc(C)c4C)CC3)s2)on1 | i | 36 | 0.9% | 6% | 8.4% | 0.2 | 54 | -14% | i | 1.8 | -46% | -17%
CC1(C)CC(=O)C(CCCN2C(=O)c3ccccc3C2=O)C(=O)C1 | i | 1 | -0.2% | -7% | 0.5% | -0.8 | 76 | 7% | i | 7.8 | -11% | -3%
O=C(NCc1cccnc1)C1CC(=O)N(c2ccc(F)cc2)C1 (stereo unspecified) | i | 46 | -0.3% | 12% | -0.8% | -1.1 | 36 | 5% | i | 0.6 | -1% | -8%
CC(C)Oc1ccc(C(CC(=O)NCc2ccco2)c2ccccc2)cc1 (stereo unspecified) | i | 7 | -0.1% | -3% | 1.2% | 0.8 | 82 | -3% | i | 16 | 18% | -8%
CCN1C(=O)N/C(=C/c2cc(C)n(Cc3ccccc3)c2C)C1=O | i | 46 | -0.3% | -17% | 0.9% | 1.4 | 91 | 7% | i | 0.5 | 18% | -3%
COc1ccc(CN2CCNC(=O)C2CC(=O)NC2CCCC2)c(OC)c1 (stereo unspecified) | i | 43 | -0.2% | 4% | 0.2% | 0.5 | 59 | 3% | i | 4.0 | -15% | -21%
C#CCNC(=O)C1=C[C@H](c2csc3ccccc23)C[C@H](OCCCCO)O1 | i | 44 | 0.2% | 17% | -1.2% | -1.4 | 55 | 17% | i | 0.5 | 12% | -6%
Cc1cc(C)c(S(=O)(=O)NCc2cn3c(C)csc3n2)c(C)c1 | i | 12 | 0.0% | -10% | 2.6% | -1.1 | 40 | 5% | i | 1.3 | -24% | -31%
CC(=O)Oc1ccc(C(=O)Nc2cccc(C(=O)Nc3ccccc3C(=O)O)c2)cc1 | i | 28 | 0.4% | 28% | 5.0% | 1.2 | 87 | -1% | i | 1.1 | -18% | -2%
Cc1ccc(CNc2cnccn2)cc1 | i | 21 | 0.3% | -1% | -2.1% | 2.6 | 57 | 13% | i | 6.1 | -30% | 18%
